Assay outcomes deposited in PubChem BioAssay by several laboratories.
PLAP inhibitors HTS – PLAP enzyme inhibitors, biochemical, luminescence, HTS (AID 690) | 0.08% of 96,000 active | purified PLAP, luminescent substrate; higher % means a stronger effect | inhibition, % at 20 µM, or IC50 in µM where a hit was titrated; in the data active = a potency from the dose series; inactive = the rest, 99 in 100 with inhibition below about 30%; note: strong numbers were not always called active
NFkB transloc inh – blocks IL-1B driven NFkB nuclear translocation in HUVEC cells; AID 796; 0.43% of 94,000 active; HUVEC IL-1B NFkB p65 nuclear translocation imaging; inhibition, % at 2 µM;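 active = inhibition above about 30% together with a positive call from visual inspection of the well image, limit read from the data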;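 note: nuclear over cytoplasmic p65 intensity ratio measured by imaging; 0% = IL-1B stimulated DMSO wells and 100% = unstimulated DMSO wells; values of inactives mirror those of a sister screen read the other way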
MRP reversal – reverses drug resistance mediated by MRP; H69AR cells + 2 uM doxorubicin, CellTiter-Glo, 72 h; differential viability (reversal), % at 10 µM; 0.04% of 85,000 active;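 active = viability drop by adding the cancer drug above about 55%, with treated viability meeting a 40% cutoff, limit read from the data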;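 note: viability without doxorubicin minus viability with 2 µM doxorubicin for each compound; larger differential means the compound sensitizes cells more to doxorubicin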
Bcl-B displacement – displacers of TR3 peptide from Bcl-B, primary screen, selectivity assay for Bfl-1 inhibitor project, biochemical, fluorescence polarization; FP displacement of FITC-TR3 peptide from Bcl-B; higher % means a stronger effect; displacement, % at 20 µM; hits with a dose series show IC50 in µM; 0.11% of 96,000 active;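 active = displacement above 50% at 20 µM plus a fluorescence interference ratio under 1.5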;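 note: plate controls were wells without compound for no effect and wells lacking Bcl-B protein for full effect; a part of the inactive calls stands beside numbers as strong as those of hits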
IL1B NFkB pot – enhances IL-1B driven NFkB nuclear translocation; AID 819; 0.3% of 94,000 active; HUVEC IL-1B NFkB p65 nuclear translocation imaging; activation, % at 2 µM;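 active = activation above 40%, about the mean plus 3 SD, also judged a hit on visual image review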;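 note: percent activation is computed from the nuclear over cytoplasmic p65 intensity ratio; values of inactives mirror those of a sister screen read the other way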
MRP reversal cytotoxicity – further read-out of MRP reversal, marked with its call; viability, %; H69AR cells, CellTiter-Glo, 72 h; measured here: cytotoxicity without doxorubicin
MRP reversal with doxorubicin – recorded beside MRP reversal, whose call it bears; viability, %; measured here: viability with 2 uM doxorubicin; stronger effect = lower value
NFkB transloc inh cell count 2 µM – recorded beside NFkB transloc inh, whose call it bears; cell count; measured here: cells passing quality filter;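 raw number of nuclei counted in each imaged well without normalization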
IL1B NFkB pot cell count 2 µM – second read-out of IL1B NFkB pot, no call of its own (marks repeat the call); cell count; measured here: cells passing quality filter
Numbers without * were called inactive; x = not tested or not shown. These rows are one share of the data, so the mix of outcomes need not match the whole.

SMILES	PLAP inhibitors HTS	NFkB transloc inh	NFkB transloc inh cell count 2 µM	MRP reversal	MRP reversal cytotoxicity	MRP reversal with doxorubicin	Bcl-B displacement	IL1B NFkB pot	IL1B NFkB pot cell count 2 µM
COc1cccc(N(CC(=O)NCCSc2ccccn2)S(C)(=O)=O)c1	10%	1	161	3	96	92	4%	-1	161
CCOC(=O)c1[nH]c(C)c(CCC(=O)OC)c1C	-5%	-1	159	8	93	85	-5%	1	159
CC(=O)OC1CC(C)(C)N(OC(=O)c2ccc(N)cc2)C(C)(C)C1	4%	4	126	11	90	80	1%	-4	126
CCn1cc(C(=O)N2CCCC2)c(=O)c2cc(S(=O)(=O)N(C)C)ccc21	10%	-8	72	3	96	94	10%	8	72
CCCc1cc(=O)oc2c(CN3CCN(C)CC3)c(O)c(Cl)cc12	-47%	x	x	-1	78	79	-9%	x	x
COc1ccccc1NC(=O)N(Cc1ccco1)Cc1cc2cc(C)cc(C)c2[nH]c1=O	-58%	10	113	-23	19	41	-5%	-10	113
Cc1nc2ccc(S(=O)(=O)NCC(=O)N(C)Cc3ccco3)cc2s1	16%	-4	164	4	98	94	-7%	4	164
Cc1nn(Cc2ccc(Cl)cc2Cl)c(C)c1NC(=O)c1ccc(COc2cc(Cl)ccc2Cl)o1	-42%	1	164	x	x	x	-8%	-1	164
CCCn1c(N2CCN(Cc3cccc(C)c3)CC2)nc2c1c(=O)[nH]c(=O)n2C	-54%	-3	195	22	55	32	0%	3	195
O=C(O)c1ccccc1CSc1nc2ccccc2o1	15%	-8	153	-1	94	94	-4%	8	153
Cc1cc(C)c(S(C)(=O)=O)c(Sc2ccc(Cl)cc2)n1	-4%	-12	121	x	x	x	1%	12	121
Cc1ccccc1S(=O)(=O)Cc1ccc(C(=O)NCCN2CCN(Cc3ccccc3)CC2)o1	-69%	x	x	x	x	x	2%	x	x
Cc1cc(C)n(-c2cc(N3CCN(S(=O)(=O)c4ccc(C)c(C)c4)CC3)ccc2[N+](=O)[O-])n1	-5%	5	120	x	x	x	6%	-5	120
CC12CC(NC(=O)N1c1cccc(C(=O)Nc3ncn[nH]3)c1)c1ccccc1O2 (configuration not stated)	-18%	-3	66	-6	97	103	-4%	3	66
COC(=O)c1cc2c(ccn2-c2ccc(F)cc2)n1C(C)C	-9%	-10	168	8	92	84	-16%	10	168
Cc1cccc(NCc2nc3ccccc3n2Cc2ccccc2)c1	x	1	124	13	95	82	-12%	-1	124
CCOC(=O)CC(N)c1ccc(OC)cc1 (configuration not stated)	10%	-6	196	5	92	87	15%	6	196
O=c1c2ccccc2c(-c2ccc(F)cc2)nn1-c1ccc(C(F)(F)F)cc1	-17%	-14	173	x	x	x	2%	14	173
CC(C)(C#N)Nn1cnnc1	x	-1	159	-2	102	105	x	1	159
CCOc1ccc(NC(=O)C2=C(C)C(=O)OC23CCC(C)CC3)cc1 (configuration not stated)	-52%	-6	175	12	95	82	-9%	6	175

Arranged by molecular weight (falling): three of the compounds above
SMILES	PLAP inhibitors HTS	NFkB transloc inh	NFkB transloc inh cell count 2 µM	MRP reversal	MRP reversal cytotoxicity	MRP reversal with doxorubicin	Bcl-B displacement	IL1B NFkB pot	IL1B NFkB pot cell count 2 µM
Cc1ccccc1S(=O)(=O)Cc1ccc(C(=O)NCCN2CCN(Cc3ccccc3)CC2)o1	-69%	x	x	x	x	x	2%	x	x
Cc1cccc(NCc2nc3ccccc3n2Cc2ccccc2)c1	x	1	124	13	95	82	-12%	-1	124
CC(C)(C#N)Nn1cnnc1	x	-1	159	-2	102	105	x	1	159

New compounds follow.
SMILES	PLAP inhibitors HTS	NFkB transloc inh	NFkB transloc inh cell count 2 µM	MRP reversal	MRP reversal cytotoxicity	MRP reversal with doxorubicin	Bcl-B displacement	IL1B NFkB pot	IL1B NFkB pot cell count 2 µM
c1ccc2c(c1)ncn2Cc1nnc2sc(-c3ccc4c(c3)OCO4)nn12	10%	-5	96	-1	73	74	3%	5	96
COc1ccc(C(=O)CSc2nc(SC)ns2)cc1OC	-6%	-1	155	x	x	x	-5%	1	155
COC(=O)c1ccc(C(=O)OC)c(NC(=O)CCC(=O)O)c1	6%	1	115	7	100	93	14%	-1	115
O=C(CN1CCOCC1)N1CCN(C(=O)CN2CCOCC2)CC1	x	-4	163	6	100	94	x	3	163
CCOc1ccc(NC(=O)N(CCC(C)C)C2CCN(C(C)=O)CC2)cc1	-100%	x	x	20	97	78	3%	x	x
C(=C\c1ccco1)/C=N/n1cnnc1	-7%	x	x	-2	83	85	-24%	x	x
COc1ccc(OC(=O)c2cccc(S(=O)(=O)N3CCCC3)c2)cc1	-14%	-17	157	-16	75	91	-3%	17	157
CC1CC1C(=O)OCc1cc(=O)n2cc(Br)ccc2n1 (configuration not stated)	4%	6	106	13	91	78	11%	-6	106
CC(C)CCn1c(=O)c2ccccc2c2ccccc2c1=O	16%	3	161	24	93	68	4%	-3	161
O=C(Cn1c(C2CC2)nc2ccccc2c1=O)Nc1ccc(Br)cc1	11%	-16	114	-1	104	105	-7%	16	114
Cc1ccccc1-c1nnc(SCc2ccccc2)o1	16%	-6	172	x	x	x	6%	7	172
Cc1ccc(C)c(S(=O)(=O)N2CCN(CC(=O)N3CCc4ccccc4C3)CC2)c1	-54%	-12	108	-22	48	70	-15%	12	108
COC(=O)Cc1c[nH]c2ccc(OCC(O)CNC(C)C)cc12 (configuration not stated)	18%	x	x	-2	86	88	2%	x	x
COc1ccc(CN(C2CCCC2)S(=O)(=O)c2ccc(-n3cnnn3)cc2)cc1OC	x	4	144	-3	96	99	x	-4	144
FC(F)(F)c1nnc(-c2ccccc2)nc1N1CCOCC1	-16%	-9	126	x	x	x	-1%	9	126
O=C(O)CC1=C(O)C(=O)N(c2ccccc2)C1c1ccc(Cl)cc1 (configuration not stated)	-8%	-12	175	-14	92	106	-9%	12	175
O=C(Oc1cccc(/C=N/Nc2nc(N3CCOCC3)nc(N3CCOCC3)n2)c1)c1ccco1	-17%	-23	166	x	x	x	0%	23	166
Cc1ccccc1NC(=O)Cn1cnc2c1c(=O)n(C)c(=O)n2C	5%	-1	172	12	104	92	9%	1	172
Clc1ccc(Oc2cnc3ccccc3n2)cc1	-1%	-3	113	x	x	x	-6%	3	113
Cc1cc(C(=O)OCC(=O)NCCCN2CCCC2=O)c2ccccc2n1	2%	-16	130	2	89	86	-8%	16	130
CCCc1cc(Nc2cccc(OCC)c2)n2ncnc2n1	-102%	x	x	-12	56	68	1%	x	x
Cc1ccc(S(=O)(=O)N(C)c2ccc(C(=O)N3CCN(Cc4ccc5c(c4)OCO5)CC3)cc2)cc1	-101%	-18	206	-11	25	36	5%	18	206
O=C(CNC(=O)c1ccco1)OCC(=O)c1ccc2ccccc2c1	9%	-9	156	-3	97	100	-1%	9	156
COc1cccc(CN(Cc2cccnc2)S(=O)(=O)c2ccc(-n3cnnn3)c(C)c2)c1	-44%	-27	187	-6	86	92	-1%	27	187
O=C(CCOc1ccccc1)Nc1ccccc1	9%	-10	159	2	93	91	-4%	10	159
COc1c(C)cc(Br)cc1C(=O)NCc1cccnc1	x	-16	129	19	98	79	x	16	129
C=CCn1c(SCC(=O)Nc2cc(C)cc(C)c2)nnc1-c1cnccn1	11%	-14	115	-9	75	85	-4%	14	115
CC1CCC(NC(=O)C2(C)CCC(=O)N2Cc2cccnc2)CC1 (configuration not stated)	5%	-9	72	18	96	79	-3%	9	72
O=C1CC(c2cccc(F)c2)SC(N(c2ccccc2)c2ccccc2)=N1 (configuration not stated)	8%	4	139	x	x	x	-2%	-4	133
COc1cccc(C2(O)CCN(C(=O)Cc3cccnc3)CC2)c1	-10%	-8	179	-17	81	98	-1%	8	179
CCOC(=O)c1cnc(SCC(=O)Nc2ccc(NC(=O)CC)c(OC)c2)nc1N	-9%	x	x	-14	79	94	14%	x	x
Cc1cc(=O)oc(C)c1C(=O)Nc1cccc2nonc12	9%	2	54	5	103	98	-3%	-2	54
Cc1cccc(OCCCCc2c(C)n[nH]c2C)c1C	-139%	-3	83	2	96	94	7%	3	83
O=C(CN1CCN(C(=O)c2ccco2)CC1)Nc1ccc2c(c1)OCCO2	15%	-12	151	20	99	79	-8%	12	151
CC1CCCCN1C(=O)N[C@@H](Cc1ccccc1)C(=O)O (some centres not stated)	-12%	-1	104	2	98	96	12%	1	104
COc1ccc(Nc2ncccc2C(=O)Nc2ccccc2)cc1	-4%	-3	106	-16	57	73	-3%	3	106
O=C(NCC1c2ccccc2CCN1C(=O)CN1C(=O)c2ccccc2C1=O)C1CCCCC1 (configuration not stated)	-1%	-10	196	18	101	83	-6%	10	196
CCCCc1cc(=O)oc2cc(C)c(CN3CCCC3)c(O)c12	-34%	-1	179	-4	86	89	-2%	1	179
CCOC(=O)C(C)n1cnc2c(nnn2-c2ccc(C)cc2)c1=O (configuration not stated)	0%	-14	188	8	93	85	-6%	15	188
CCc1ccc(C(C)NC(=O)c2cc(C)oc2C)cc1 (configuration not stated)	-34%	3	133	-7	85	92	-11%	-3	133

Two entries drawn at random from those above:
SMILES	PLAP inhibitors HTS	NFkB transloc inh	NFkB transloc inh cell count 2 µM	MRP reversal	MRP reversal cytotoxicity	MRP reversal with doxorubicin	Bcl-B displacement	IL1B NFkB pot	IL1B NFkB pot cell count 2 µM
Cc1cccc(OCCCCc2c(C)n[nH]c2C)c1C	-139%	-3	83	2	96	94	7%	3	83
O=C(CN1CCN(C(=O)c2ccco2)CC1)Nc1ccc2c(c1)OCCO2	15%	-12	151	20	99	79	-8%	12	151

Additional structures follow:
SMILES	PLAP inhibitors HTS	NFkB transloc inh	NFkB transloc inh cell count 2 µM	MRP reversal	MRP reversal cytotoxicity	MRP reversal with doxorubicin	Bcl-B displacement	IL1B NFkB pot	IL1B NFkB pot cell count 2 µM
O=C(OCc1cccc(F)c1)c1ccc2c(c1)-c1ccccc1C2=O	13%	7	162	x	x	x	1%	-7	162
Cc1nnc(SCC(=O)N2CC(=O)Nc3ccccc32)n1C	12%	0	130	9	99	89	7%	0	130
O=C(CSc1nc2ccccc2s1)Nn1cnnc1	-24%	x	x	-5	104	108	-2%	x	x
Cc1ccc(C(C)C)c(OCc2nnc(SCC(=O)Nc3ncc(C)s3)n2C)c1	-7%	10	110	-1	10	11	-4%	-10	110
CC1Cc2ccccc2N1C(=O)CSc1nnc(Cn2nnc3ccccc32)n1C (configuration not stated)	-5%	-10	147	7	95	88	15%	10	147
CC1=C(C(N)=O)C(c2ccccn2)n2nc(SCc3ccccc3)nc2N1 (configuration not stated)	x	-12	161	14	101	87	x	12	161
CCC(C)Nc1c([N+](=O)[O-])cc(C)cc1[N+](=O)[O-] (configuration not stated)	24%	-8	138	x	x	x	-22%	8	138
CC(=O)NC(CCS(C)(=O)=O)C(=O)Nc1ccc(F)cc1Cl (configuration not stated)	-1%	-2	158	11	100	89	-2%	2	158
Cc1ccc2nc(NC(=O)c3ccc(Cl)s3)sc2c1	-1%	0	157	5	20	15	2%	0	157
COc1cc(/C=C2/C(=N)N3OC(C)=CC3=NC2=O)ccc1OCCOc1ccc(C)cc1	7%	12	141	x	x	x	-10%	-12	141
O=C(O)CCCCCNCc1ccncc1	6%	1	96	x	x	x	4%	-1	96
CCn1c(SCC(=O)NC(C)(C)C)nnc1-c1ccoc1C	x	12	103	-10	101	111	x	-12	103

Record cards (already shown).
Results for O=C(CNC(=O)c1ccco1)OCC(=O)c1ccc2ccccc2c1 = PLAP inhibitors HTS = 9%; NFkB transloc inh = -9; NFkB transloc inh cell count 2 µM = 156; MRP reversal = -3; MRP reversal cytotoxicity = 97; MRP reversal with doxorubicin = 100; Bcl-B displacement = -1%; IL1B NFkB pot = 9; IL1B NFkB pot cell count 2 µM = 156
Results for Cc1ccc(C)c(S(=O)(=O)N2CCN(CC(=O)N3CCc4ccccc4C3)CC2)c1 = PLAP inhibitors HTS = -54%; NFkB transloc inh = -12; NFkB transloc inh cell count 2 µM = 108; MRP reversal = -22; MRP reversal cytotoxicity = 48; MRP reversal with doxorubicin = 70; Bcl-B displacement = -15%; IL1B NFkB pot = 12; IL1B NFkB pot cell count 2 µM = 108
Results for COc1ccc(CN(C2CCCC2)S(=O)(=O)c2ccc(-n3cnnn3)cc2)cc1OC = PLAP inhibitors HTS = x; NFkB transloc inh = 4; NFkB transloc inh cell count 2 µM = 144; MRP reversal = -3; MRP reversal cytotoxicity = 96; MRP reversal with doxorubicin = 99; Bcl-B displacement = x; IL1B NFkB pot = -4; IL1B NFkB pot cell count 2 µM = 144
